Screens: PubChem, National Center for Advancing Translational Sciences (NCATS)
TRPV1 ag: agonists of human vanilloid receptor 1 (TRPV1). activation, % at 8.33 µM. TRPV1-expressing cells, Fluo-8 calcium influx, agonist mode. 320,000 tested, 0.19% active; in the data active = activation above about 80%; inconclusive = between about 30% and that limit; also: 0% is about no effect
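Cells expressing TRPV1 were dye-loaded with Fluo-8 and read kinetically: 10 s baseline, 3 min after compound (agonist portion), then 2 min after EC20 capsaicin (allosteric enhancer portion). Calcium-bound dye fluorescence at 480/520 nm.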
FLuc counter: counter-screen for miR-21 project: firefly luciferase inhibitors or activators. P08659. purified FLuc, Km substrates, luminescence inhibition. Potency, µM (doses to about 57.5 µM), for the others: at the top dose activity change, negative = inhibition, usual class: inhibitors. 360,000 tested, 6.9% active;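 also: potency is read from the fitted curve at half-maximal effect; plate controls were vehicle for no effect and reference inhibitor for full effect; nearly all actives have a fitted effect of over 55% in size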
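Biochemical qHTS of compounds, final roughly 60 µM downward over six points, against 10 nM purified firefly luciferase using Km concentrations of substrates (10 uM D-luciferin, 10 uM ATP) in Tris acetate pH 7.5 buffer; luminescence output.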
p53 reactivation: re-activators of mutant p53 | H1299 p53-A138V BP100-luciferase reporter, luminescence, 24 h | Potency, µM (top dose mostly 92.2 µM), without a hit: at the highest dose activity change, positive = activation, most hits filed as activators | 320,000 tested, 0.063% active; also: potency is read from the fitted curve at half-maximal effect; % of control where 0% means no effect; nearly all actives have a fitted effect of over 45% in size
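p53-null H1299 cells stably carrying temperature-sensitive p53-A138V and a BP100-luciferase reporter were pinned with compounds (4-point, 1:5 series) and held 24 hrs at 37 deg C. Luminescence was read 10 min after detection reagent.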
NPC1 prom act: activates the NPC1 promoter. Huh7 NPC1 promoter luciferase reporter, 24 h. Potency, µM (titrated, usually from 9.22 µM), for inactives: at the top dose activation, usual class: activators. 320,000 tested, 2.4% active;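 also: potency is read from the fitted curve at half-maximal effect; % of control where 0% means no effect; nearly all actives have a fitted effect of over 60% in size; reporter is driven by a mutant NPC1 promoter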
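Cells: Huh7 expressing luciferase under the NPC1 promoter, 1500/well. Seeded 2 h, compound added, incubated 24 h at 37 °C. Luciferase reagent, 10 min ambient, then luminescence.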
Rab9 prom act: activates the Rab9 promoter; Potency, µM (top dose mostly 9.22 µM), without a hit: at the highest dose activation, negative = inhibition, most hits filed as activators; Huh7 Rab9 promoter-luciferase reporter, luminescence, 24 h; AID 485297; 320,000 tested, 2.8% active; also: potency is read from the fitted curve at half-maximal effect; % of control where 0% means no effect; nearly all actives have a fitted effect of over 60% in size
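Quantitative HTS format; Huh7 Rab9-luciferase reporter cells (1500/well) receive compound 2 h post-plating, incubate 24 h at 37 °C, then get luciferase reagent for 10 min before luminescence reading.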
ELG1 genotoxic: genotoxicity induction in ELG1-luciferase HEK293T cells; HEK293T ELG1-luciferase reporter, luminescence, 16 h; 330,000 tested, 1.3% active; AID 504466; Potency, µM (doses to about 46 µM), inactives show at the highest dose activity change, positive = activation, actives largely listed as activators; also: potency is read from the fitted curve at half-maximal effect; % of control where 0% means no effect; nearly all actives have a fitted effect of over 60% in size
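Cells (2,000/well) expressing the ELG1-luciferase fusion are dosed by pin tool and kept 16 hr at 37 °C, 5% CO2. Signal comes from ONE-Glo luciferase reagent after 30 min at room temperature.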
RORgamma inh: inhibitors of mouse ROR gamma transcriptional activity; P51450; Drosophila S2 Gal4-RORgamma UAS-luciferase reporter, 20 h; Potency, µM (titrated, usually from 53.6 µM), without a hit: at the top dose activity change, negative = inhibition, hits mostly inhibitors; 310,000 tested, 5.4% active; AID 2551; also: potency is read from the fitted curve at half-maximal effect; % is scaled to controls: 0 for no effect and ±100 for the full control effect; nearly all actives have a fitted effect of over 60% in size
Target sequence (P51450 whole entry, looked up, the tested form may be a part): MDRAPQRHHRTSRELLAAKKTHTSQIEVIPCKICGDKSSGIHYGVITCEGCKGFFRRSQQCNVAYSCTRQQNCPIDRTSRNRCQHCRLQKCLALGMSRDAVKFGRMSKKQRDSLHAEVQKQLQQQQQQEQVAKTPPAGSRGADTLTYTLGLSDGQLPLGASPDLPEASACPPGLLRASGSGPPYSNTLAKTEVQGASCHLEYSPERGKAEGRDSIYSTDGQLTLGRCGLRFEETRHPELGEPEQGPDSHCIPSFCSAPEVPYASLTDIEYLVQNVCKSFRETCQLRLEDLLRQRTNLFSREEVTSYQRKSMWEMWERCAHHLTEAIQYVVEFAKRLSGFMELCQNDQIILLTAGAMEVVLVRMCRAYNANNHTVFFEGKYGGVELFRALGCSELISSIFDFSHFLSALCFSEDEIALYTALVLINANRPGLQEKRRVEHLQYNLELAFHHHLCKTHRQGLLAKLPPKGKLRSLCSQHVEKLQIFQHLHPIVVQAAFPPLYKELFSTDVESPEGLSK
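Luciferase reporter read in Schneider cells carrying Gal4-RORγ (mouse) and UAS-Photinus luciferase; cells given compound 1 h before 700 uM copper sulfate induction, then incubated 20 h at ambient temperature.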
Tb PFK inh: T. brucei PFK enzyme inhibition. O15648. T. brucei PFK, ADP-Glo luminescence. Potency, µM (titrated, usually from 57.5 µM), for the others: at the highest dose activity, negative = inhibition, most hits filed as inhibitors. 330,000 tested, 0.17% active;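 also: potency is read from the fitted curve at half-maximal effect; 0% = uninhibited 1x PFK enzyme wells and -100% = no-enzyme wells; nearly all actives have a fitted effect of over 60% in size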
Target sequence (O15648 whole entry, looked up): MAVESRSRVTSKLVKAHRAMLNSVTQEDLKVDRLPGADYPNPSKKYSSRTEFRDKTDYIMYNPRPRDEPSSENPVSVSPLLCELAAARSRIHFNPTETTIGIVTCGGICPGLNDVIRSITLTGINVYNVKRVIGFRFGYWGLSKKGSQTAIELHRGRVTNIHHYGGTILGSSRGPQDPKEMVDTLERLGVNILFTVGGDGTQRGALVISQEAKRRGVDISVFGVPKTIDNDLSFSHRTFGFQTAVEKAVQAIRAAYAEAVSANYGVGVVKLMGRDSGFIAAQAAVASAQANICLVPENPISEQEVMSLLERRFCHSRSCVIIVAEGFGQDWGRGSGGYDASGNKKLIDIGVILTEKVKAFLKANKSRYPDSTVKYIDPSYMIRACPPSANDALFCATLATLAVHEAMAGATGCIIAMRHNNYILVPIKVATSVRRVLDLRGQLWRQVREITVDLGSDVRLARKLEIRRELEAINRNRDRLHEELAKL
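1.25 nM PFK with 0.5 mM F6P and 0.1 mM ATP in 0.1 M TEA pH 8.0, 5 mM MgCl2, incubated 45 min at room temperature; ADP measured by ADP-Glo luminescence; compounds titrated up to 57 uM.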
Gal4-VP16 FLuc: counter-screen for ROR gamma inhibitors: Gal4-VP16 reporter | AID 2546 | 310,000 tested, 3.5% active | Potency, µM (top dose mostly 53.6 µM), for the others: top-dose activity, negative = inhibition, usual class: inhibitors | Drosophila S2 Gal4-VP16 UAS-luciferase, luminescence, 20 h;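 also: Gal4-VP16 expression switched on by copper sulfate through the metallothionein promoter; potency is read from the fitted curve at half-maximal effect; % is scaled to controls: 0 for no effect and ±100 for the full control effect; nearly all actives have a fitted effect of over 50% in size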
ELG1 DNA repair: blocks ELG1-dependent DNA repair in HEK293T cells | Potency, µM (highest dose often 46.1 µM), for the others: at the top dose activity change, negative = inhibition, most hits filed as inhibitors | HEK293T ELG1-luciferase reporter, luminescence, 16 h; DNA damage induced by 5-fluorouridine | 330,000 tested, 2.3% active | AID 504467; also: potency is read from the fitted curve at half-maximal effect; % is scaled to controls: 0 for no effect and ±100 for the full control effect; nearly all actives have a fitted effect of over 55% in size
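5-Fluorouridine DNA damage + compound/DMSO, 2,000 cells/well, 16 h, 37 °C/5% CO2. ONE-Glo, 30 min RT, luminescence. Readout = decrease in reporter signal.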
BRCA1 expr up: increases BRCA1 expression | MCF7-BRCA1-FFLuc reporter, luminescence, 48 h; response scale: scaled: vehicle 0%, 10 µM genistein 100% | 380,000 tested, 1.1% active | Potency, µM (top dose mostly 46.1 µM), inactives show top-dose activation, usual class: activators | AID 624202; also: potency is read from the fitted curve at half-maximal effect; nearly all actives have a fitted effect of over 80% in size; some results filed as inactive show a strong effect at the top dose
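MCF7-BRCA1-FFLuc, 2000 cells/well; 2 h attach, 37 °C/5% CO2; compound 48 h; luciferase substrate 15 min; luminescence end-point. Norm. to genistein 10 microM max activation and DMSO; concentration-response curves fitted.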
Active calls of the source: *; ? = inconclusive; . = no result given; [ ] = dose if it differs, or a comment. Unless noted, calls follow the shape of the dose curve; as a rule, active = well fitted curve in the direction sought with a large enough effect; inconclusive = small, poorly fitted or top-dose-only effect, or another doubt; inactive = no such curve, though single readings can be large; an effect the other way counts as inactive or inconclusive.

SMILES | TRPV1 ag | FLuc counter | p53 reactivation | NPC1 prom act | Rab9 prom act | ELG1 genotoxic | RORgamma inh | Tb PFK inh | Gal4-VP16 FLuc | ELG1 DNA repair | BRCA1 expr up
COC(=O)CNC(c1ccccc1)c1cc(C)ccc1NC(=O)c1cccc(Cl)c1 (configuration not stated) | 19 | 0% | -7% | -2% | -9% | -8% | 2% | -13% | -3% | 18µM* | -27%
CC(C)(C)NC(=O)CN(C(=O)CS(=O)CC(=O)Nc1ccc(F)cc1)c1ccccc1 (configuration not stated) | 3 | 4% | 3% | -9% | -7% | 0% | 8% | -3% | 0% | -5% | -7%
Cc1noc(C)c1COc1ccc(C(=O)Nc2cccnc2)cc1 | 23 | 1% | -1% | 2% | -3% | 0% | 10% | -1% | 2% | -12% | -17%
O=C(CCSc1nc2ccccc2o1)N1CCOCC1 | 8 | ? | 17% | 13% | 24% | 11% | -16% | -2% | 25% | ? | 14%
CC(C)(C)OC(=O)N1CCCN(C(=O)Nc2ccc(OC(F)(F)F)cc2)CC1 | 3 | -1% | 0% | -3% | -3% | -5% | 15% | -3% | 8% | ? | -28%
Cc1ccc(S(=O)(=O)N2CCC(C(=O)Nc3cccnc3)CC2)cc1 | . | . | 2% | . | . | 0% | . | 7% | . | -1% | -30%
O=C(Nc1ccc(Oc2ccc(NC(=O)c3ccco3)c(NC(=O)c3ccco3)c2)cc1)c1ccco1 | 0 | -9% | -17% | 2% | -2% | -17% | 21% | 3% | -2% | 16µM* | 41%
COc1cc(/C=N/NC(=O)c2ccc3nc[nH]c3c2)ccc1O | -3 | ? | -1% | -6% | -9% | -1% | -3% | -2% | -1% | -10% | 5%
O=C(CN1C(=O)NC2(CCCCC2)C1=O)N1CCc2ccccc2C1 | 2 | 4% | 13% | -3% | 1% | 2% | 22% | -1% | -6% | -13% | 17%
CC1CCCN(C(=O)CN2CCN(C(=O)c3ccco3)CC2)C1 (configuration not stated) | 1 | 2% | -7% | 2% | 2% | -3% | 2%[0.365 µM] | 10% | . | 11% | 5%
CC(=NCc1ccccc1)C1=C(O)COC1=O | 9 | -1% | ? | 0% | -3% | 1% | -3% | -3% | 0% | 1% | 11%
CC(=O)NC(C1C(=O)CC(C)(C)CC1=O)(C(F)(F)F)C(F)(F)F | -1 | 1% | 16% | 0% | -2% | 1% | 4% | -12% | -10% | 7% | 7%
O=C(Nc1nc2c(s1)CN(Cc1ccccc1)CC2)C1CCC1 | 4 | 24µM* | 6% | ? | 4.5µM* | ? | -5% | 3% | 11% | ? | ?
C/C(=N\NC(=O)c1ccc(NS(=O)(=O)c2cccs2)cc1)c1ccc(Cl)cc1 | -1 | ? | 11% | -2% | -3% | 3% | -7% | 0% | 4% | 15% | 2%
COc1ccc(C)cc1S(=O)(=O)NC1CCCC1 | 10 | 2% | -4% | -3% | -2% | -8% | -4% | -4% | 2% | -3% | -24%
CCOC(=O)N1CCC(N(CCN(C)C)C(=S)Nc2cccc(OC)c2)CC1 | 10 | -3% | 2% | 1% | 1% | 1% | ? | 5% | 0% | ? | -5%
Cc1onc(-c2ccccc2)c1C(=O)N1CCN(S(=O)(=O)c2ccc3c(c2)OCCO3)CC1 | 0 | 4% | 5% | -2% | -2% | 0% | 12% | 5% | -15% | -23% | -16%
CN(C(=O)c1cccc(C#N)c1)c1nnc(C2CCOC2)s1 (configuration not stated) | -2 | -1% | -7% | -3% | 1% | 7% | 12% | -3% | 3% | ? | -19%
O=C(NCc1ccc2c(c1)OCO2)c1c(-c2ccsc2)sc2ccccc12 | . | . | 7% | . | . | 1% | . | 0% | . | ? | 0%
COc1ccc(C(CC(=O)NCCN2CCOCC2)NS(=O)(=O)c2ccc(C)cc2)cc1 (configuration not stated) | 0 | 3% | -1% | 1% | 1% | 3% | 8% | 1% | 18% | -1% | -2%

Shown as a hit in Rab9 prom act, among the entries above:
mol	TRPV1 ag	p53 reactivation	Rab9 prom act	RORgamma inh	Tb PFK inh	BRCA1 expr up
O=C(Nc1nc2c(s1)CN(Cc1ccccc1)CC2)C1CCC1	4	6%	4.5µM*	-5%	3%	?

Continuation:
SMILES | TRPV1 ag | FLuc counter | p53 reactivation | NPC1 prom act | Rab9 prom act | ELG1 genotoxic | RORgamma inh | Tb PFK inh | Gal4-VP16 FLuc | ELG1 DNA repair | BRCA1 expr up
CC(=O)c1ccccc1Oc1ncnc(N)c1[N+](=O)[O-] | 3 | -2% | 6% | 4% | 0% | -2% | -18% | -3% | 9% | 5% | 2%
O=c1cc(N2CCc3ccccc3C2)[nH]c(=O)n1-c1ccccc1Cl | 3 | -1% | 5% | -6% | 0% | -3% | -15% | 1% | 1% | 23% | -2%
CC(C)C(=O)N1CCN(c2ccccc2NC(=O)c2cccc3ccccc23)CC1 | 19 | 6% | . | -5% | -6% | -11% | 51% | -2% | 1% | ? | -44%
Cc1ccc(-c2nnc3n2CCCCC3)cc1 | -2 | 1% | . | . | . | . | -12% | . | 16% | . | 1%
Cc1cc(C(=O)NCC(=O)Nc2c(C)cccc2C)c2ccccc2n1 | -1 | 3% | 11% | -2% | -3% | 1% | . | 1% | . | ? | -46%
COc1ccc(Cl)cc1NC(=O)C/C(C)=N/NC(=O)c1ccc(O)cc1 | 24 | -1% | -13% | -4% | -2% | -3% | 8.9µM* | 1% | ? | 0% | -21%
O=C(C[C@H]1C/C=C\CCC(=O)O[C@@H](c2ccccc2)CNC1=O)NCCO | . | . | -2% | . | . | 3% | . | 1% | . | 11% | 1%
Cn1c(SCc2cccc(F)c2)nnc1-c1ccncc1 | -3 | 3% | 1% | 1% | 4% | 3% | 8% | 2% | 2% | 17% | -3%
CC(C)(C)C1COc2ccccc2N1C(=O)c1cccc(Cl)c1 (configuration not stated) | 15 | -2% | -3% | 3% | -6% | -4% | -3% | 3% | -1% | -8% | -18%
CCOC(=O)CSc1nnc(CNC(=O)c2cccs2)n1-c1cccc(C)c1 | -3 | -1% | 7% | -3% | 1% | 0% | 2% | 5% | -2% | 2% | -28%
CC(=O)NS(=O)(=O)c1ccc(NC(=S)NC(=O)C(C)(C)C)cc1 | -1 | -2% | 3% | 0% | -9% | -2% | -15% | -2% | ? | 20% | 10%
CN(C(=O)CCc1nnc(Cc2ccc(-c3ccccc3)cc2)o1)C1CCOCC1 | 1 | -13% | 1% | 1% | 8% | -7% | 40% | 2% | -1% | 4% | -9%
CCC(C)NS(=O)(=O)c1ccc(OCC(=O)Nc2ccc3c(c2)OCO3)cc1 (configuration not stated) | -2 | 2% | 0% | 1% | -2% | -2% | -3% | -5% | 11% | -22% | 1%
Cc1cccc(C)c1NC(=O)C[N+](C)(C)CC(O)COc1cccc2ccccc12 (configuration not stated) | 0 | 0% | 11% | -2% | -11% | -3% | -13% | -1% | -5% | -10% | -29%
COc1ccc(C(=O)N2N=C(c3ccccc3)CC2(O)C(F)(F)F)cc1 (configuration not stated) | 25 | ? | -4% | -4% | 0% | 14% | 16µM* | 3% | 7%[10 µM] | ? | -1%
COc1ccc(O)c(C(=O)c2cc(C#N)c(=O)n(-c3c(C)n(C)n(-c4ccccc4)c3=O)c2)c1 | 1 | -11% | -4% | -1% | 3% | 0% | -9%[10 µM] | 2% | -1% | -12% | -3%
O=C(NN1C(=O)C2C3C=CC(C3)C2C1=O)c1cccc(Cl)c1 (configuration not stated) | -1 | -5% | 0% | 1% | 0% | 0% | -13% | -12% | 1% | 11% | -10%
COc1cccc(N/C=C(\C#N)c2ccc(OCCCF)cc2)c1 | 0 | ? | 1% | 1% | 11% | 21% | 20% | 2% | 7% | 21% | -1%
CCOC(=O)C(C)Sc1nc2ccccc2c(=O)n1CC (configuration not stated) | -3 | 3% | -2% | -2% | -1% | 3% | -6% | -15% | 14% | 4% | -18%
CNC(=O)c1nnn(-c2ccccc2)c1C(=O)NC | 1 | -2% | 3% | 1% | -1% | 0% | 12%[10 µM] | 0% | 1% | -4% | -2%
CCOc1ccccc1C(=O)N/N=C/c1ccoc1 | 1 | 1% | -4% | 1% | -5% | -1% | -10% | -13% | 0% | 1% | -50%
Cn1c(N)c(C(=O)CSc2nc(C3CC3)n(-c3ccccc3)n2)c(=O)[nH]c1=O | 0 | -1% | 9% | 4% | -5% | 7% | . | -2% | . | 12% | 7%
Cc1cc(C)c(OCC(=O)Nc2ccc3c(c2)OCO3)cc1C | -3 | -16% | 12% | 21% | 28% | ? | -10% | 0% | -1% | ? | 8%
